# sdo1 growth: restores growth of sdo1-depleted yeast | S. cerevisiae sdo1-depleted JHY4D growth rescue, OD600 30 h; hits give high values; pdr5 snq2 efflux-pump mutant strain | z-score at 10 µM | hit rate 0.21% among 140,000;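 active = z-score above 3 at both the 24 hr and the 30 hr optical density reads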;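 note: z-score against mean and SD of all compound wells on the same plate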
# Insulin prom inh: TRM-6 insulin promoter activity inhibition; hit rate 0.9% among 130,000; inhibition, % at 2 µM; AID 1273; TRM-6 cells (human fetal islet line), insulin promoter-eGFP reporter, imaging; reporter expression induced with tamoxifen;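 active = inhibition above the mean plus 3 SD, with well images judged a real hit on visual review, cut at about 60% in these data, passing the limit was not always enough; inconclusive = inhibition over the cutoff but images rejected on review; inactive = inhibition not above the cutoff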
# sdo1 growth Rescue 24 h: further read-out of sdo1 growth, marked with its call; z-score; S. cerevisiae sdo1-depleted JHY4D growth rescue, OD600; measured here: growth rescue at 24 h;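 0 is the plate mean of compound wells and units are plate SD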
# An asterisk follows results filed as active; u = inconclusive; x = not tested or not shown. Some of the compounds tested; rates above refer to the full screens.
SMILES,sdo1 growth,sdo1 growth Rescue 24 h,Insulin prom inh
Cc1ccc(-c2nc(SCC(=O)NCC3CCCO3)c(-c3ccccc3)[nH]2)cc1 (stereo not given),-1.1,-1.2,-29
COc1ccccc1C1C(C(=O)c2sc(C)nc2C)=C(O)C(=O)N1CCN1CCOCC1 (stereo not given),0.49,-0.12,23
COc1ccc(NCc2nnc(SCC#N)n2-c2ccccc2OC)cc1,-0.3,-1.4,x
COc1ccc(O)c(/C=N/NC(=S)Nc2cccc(S(=O)(=O)N(C)C)c2)c1,1.2,0.92,30
Cc1c(Cl)c(C(F)(F)F)nn1CC(=O)NCc1ccco1,x,x,-35
O=C(Nc1ccccc1C(F)(F)F)c1cc(S(=O)(=O)N2CCC3(CC2)OCCO3)ccc1F,-1.2,-1.1,x
O=C(c1ccc(COc2ccccc2Cl)o1)N1CCN(Cc2ccc3c(c2)OCO3)CC1,-0.99,-1.3,19
Cc1ccc(-c2nn(C)c(=O)c3ccccc23)cc1S(=O)(=O)N1CCCC1,-0.54,0.08,x
CCOC(=O)c1c(-c2cccs2)csc1NC(=O)CN(CC)CC,-0.21,0.09,0
N=C1C(c2nc3ccccc3c(=O)[nH]2)=C(O)CN1c1ccccc1,0.57,0.51,-11
Cc1sc(NC(=O)c2oc3ccccc3c2C)c(C#N)c1C,-0.17,-0.26,-24
Cc1ccc(Cl)c2c1NC(=O)C2(O)CC(=O)c1ccccc1O (stereo not given),0.58,0.36,40
CCc1ccc(C(=O)NCc2ccc(Cl)cc2Cl)cc1,-1.8,-1.6,62
Cc1cc(NC(=O)CSc2nnc(NC(=O)C3CC(=O)N(c4ccccc4)C3)s2)no1 (stereo not given),0.62,0.22,-37
Cc1ccc(S(=O)(=O)N(CC(=O)Nc2cccc([N+](=O)[O-])c2)C2CCCCC2)cc1,-0.86,-0.92,-3
COc1ccc(S(=O)(=O)NC(C)C(=O)Nc2ccccc2F)cc1 (stereo not given),-0.1,-1.1,-6
Cc1ccc(S(=O)(=O)c2cccc(S(=O)(=O)N3CCCC3)c2)cc1S(=O)(=O)N1CCCC1,-0.54,-0.73,-26
CCOCCn1c(SCC)nc2c1c(=O)[nH]c(=O)n2C,0,-0.68,15
C=CCN1C(=O)C(Cc2ccc(Br)cc2)S/C1=N\N=C\c1ccco1 (stereo not given),-0.66,0.32,x
CCC(C)(C)n1nnnc1C(c1cc2cc(OC)ccc2[nH]c1=O)N1CCc2ccccc21 (stereo not given),-1.4,-0.9,-57
O=C(Nc1ccon1)c1cc(-c2ccccc2)nc2ccccc12,-1,-0.95,40
O=C(Cc1cccs1)OCC(=O)c1ccco1,0.26,0.47,35
CC(=O)Nc1cccc(Nc2nc(-c3ccccc3)nc3ccccc23)c1,x,x,21
Cc1c(C#N)c(N)nc(Cl)c1C#N,x,x,38
Cc1ccc(OCC(=O)N2CCCCC2)c(Br)c1,0.36,0.06,-16
CCN(CC)c1nc2n(c(=O)n1)CCO2,0.68,1.3,u
C=CCn1c(SCC(=O)c2[nH]c(C)c(C(=O)OCC)c2C)nc2scc(-c3ccccc3)c2c1=O,-0.12,1.4,-9
COc1ccc(C(C(=O)NC2CCCC2)N(Cc2ccccc2)C(=O)c2nsc(Cl)c2Cl)cc1 (stereo not given),-0.74,-0.45,x
CC(=O)C1=C(C)OC(N)=C(C#N)C1c1cc2cc(C)c(C)cc2nc1Cl (stereo not given),0.4,-0.1,-21
COC(=O)c1sc(N2C(=O)C(O)=C(C(=O)c3ccc(C)o3)C2c2ccc(F)cc2)nc1C (stereo not given),0.61,2.2,-33
Cc1ccc(-n2nc(C)c(C3(O)C(=O)N(C)c4ccccc43)c2N)cc1 (stereo not given),0.24,-0.15,29
CCCCNc1oc(-c2cccs2)nc1S(=O)(=O)c1ccccc1,-1.9,-1.2,-13
N/C(=N\OC(=O)Cc1ccc(-c2ccccc2)cc1)c1ccccn1,-1,-0.63,44
CC(C)CC(C)c1cc(N)nc2nc3ccccc3n12 (stereo not given),x,x,43
O=C(Cc1ccccc1)Nc1ccc(-c2nnc(-c3ccco3)o2)cc1,-0.58,0.46,18
Cc1ccc(OCc2ccc(C(=O)Nc3ccc(C(N)=O)cc3)o2)c([N+](=O)[O-])c1,x,x,u
O=C(CNCc1ccco1)Nc1ccc(Oc2ccccc2)cc1,x,x,21
CCOC(=O)NC1(NC(C)C)Oc2ccccc2O1,0.01,-0.11,27
O=C(c1cc([N+](=O)[O-])cc([N+](=O)[O-])c1)N(c1ccccn1)c1ccccn1,1.1,0.55,x
Cc1ccccc1OCC(=O)Nn1c(COc2ccccc2)nc2ccccc2c1=O,-2.4,-1.9,23
CC(C)(C)OC(=O)NCCc1nnc(SCc2ccccc2Cl)o1,-0.87,-0.8,-10
COc1cc(/C=C/C2=NC(=O)C(C)(C)O2)ccc1O,0.18,0.35,18
CCOc1ccc(/C=N/NC(=O)CC(=O)Nc2ccc(Cl)c(Cl)c2)cc1,-1.4,-0.98,x
COc1ccc(NS(=O)(=O)c2cc(NC(=O)CNC(=O)c3ccc(C)s3)ccc2Cl)cc1,0.95,-0.21,-9
Cc1ccc(S(=O)(=O)N/N=C/c2cccc(OC3CSC3)c2)cc1,-0.79,-0.56,7
CCCCn1c(CCNC(=O)CCC)nc2ccccc21,1.2,1.2,x
FC(F)(F)c1cc(C(F)(F)F)c2ccc(Oc3ccccc3)nc2n1,-0.2,-0.06,15
O=C(COc1ccccc1)Nc1ccc(OC(F)(F)C(F)F)c(NC(=O)COc2ccccc2)c1,0.59,2,x

# Part of the list above in order of formula weight, descending:
SMILES,sdo1 growth,sdo1 growth Rescue 24 h,Insulin prom inh
O=C(COc1ccccc1)Nc1ccc(OC(F)(F)C(F)F)c(NC(=O)COc2ccccc2)c1,0.59,2,x
CC(C)(C)OC(=O)NCCc1nnc(SCc2ccccc2Cl)o1,-0.87,-0.8,-10
FC(F)(F)c1cc(C(F)(F)F)c2ccc(Oc3ccccc3)nc2n1,-0.2,-0.06,15

# Remaining list, next part.
SMILES,sdo1 growth,sdo1 growth Rescue 24 h,Insulin prom inh
Cc1ccccc1N1C(=O)C(Oc2ccc(Cl)cc2)C1CNCC1CCCO1 (stereo not given),x,x,-12
CCN(CC(=O)NCc1ccc(F)cc1)C(=O)/C=C/c1ccco1,x,x,-93
CCCCNC(=O)c1ccc(Cn2c(=S)[nH]c3c([nH]c4ccc(OC)cc43)c2=O)cc1,-1,-0.11,-70
Cc1ccc(NC(=O)Cn2c(=O)n(CCCC(=O)NCc3ccco3)c(=O)c3ccccc32)cc1,-0.68,0.31,x
CCCC1C2C(=O)N(c3ccc(OC)cc3)C(=O)C2ON1c1ccccc1 (stereo not given),-0.13,-0.42,-3
COc1ccc(C)cc1NC(=O)CCC(=O)Nc1nnc(C(F)(F)F)s1,-0.86,-0.12,36
Cn1c(SC(C(=O)Nc2ccc(F)cc2)c2ccccc2)nc2ccccc21 (stereo not given),-1.1,-1.5,x
CC1CCN(C(=O)CN(c2ccccc2)S(=O)(=O)N(C)C)CC1,x,x,-2
O=c1[nH]c(CSc2ncccn2)nc2c1cnn2-c1ccccc1,-0.4,-0.36,-5
Cc1ccc(S(=O)(=O)N2CCN(C3CC(=O)N(Cc4ccccc4)C3=O)CC2)cc1C (stereo not given),-0.9,-0.66,-13
CC(NS(=O)(=O)c1ccc(Br)cc1)C(N)=O (stereo not given),-0.33,-0.6,48
Oc1ccc(/C=N/Nc2nc(N3CCCCCC3)nc(N3CCCCCC3)n2)c(O)c1,x,x,35
Cn1c(C(=O)N2CCCCCC2)cc2c(=O)n(C)c3ccccc3c21,-0.53,-1.3,x
COc1ccc(OC)c(N2C(=O)C(Cl)=C(N3CCCCC3)C2=O)c1,-0.4,-0.67,33
COc1ccc2oc(=N)c(C(=O)Nc3ccccc3)cc2c1,1.3,2.4,39
CC1Cc2ccccc2N1C(=O)CSc1nnnn1Cc1ccccc1 (stereo not given),-0.99,-0.63,19
CC(NC(=O)CSc1nc2ccccc2n1CCC#N)c1ccc(F)cc1 (stereo not given),-0.31,-0.97,-26
Cc1c(C(c2ccc(N(C)C)cc2)c2c(C)n(C)n(-c3ccccc3)c2=O)c(=O)n(-c2ccccc2)n1C,x,x,44
Cc1cc(/C=N/NC(=O)C(=O)NCc2ccccn2)c(C)n1-c1ccccc1,0.86,0.24,19
Cc1cc(NS(=O)(=O)c2ccc(NC(=O)CSc3nnc(-c4ccco4)n3N)cc2)nc(C)n1,1,1.6,x
COC(=O)c1sc(NC(=O)c2cc(-c3ccccc3)nc3ccccc23)c(C#N)c1C,-1.7,-1.3,27
COc1cccc(C(=O)NCCC2=CCCCC2)c1OC,-0.13,0.9,-21
CC(C)NS(=O)(=O)c1ccc(OCC(=O)Nc2ccc(F)cc2F)cc1,-0.53,-1.1,27
CN1CCCC(C#CC(O)(c2ccccc2)c2ccccc2)C1 (stereo not given),x,x,-20
CC1=C(C(=O)Nc2ccccc2)C(c2ccccc2[N+](=O)[O-])NC(=O)N1 (stereo not given),x,x,0
O=C(O)c1cc(NC(=O)c2ccccc2[N+](=O)[O-])ccc1O,x,x,29
CC(=O)C1=C(C)NC(C)=C(C(C)=O)C1c1ccc(-c2ccccc2Cl)o1,-0.56,-0.04,30
CCC(Sc1ncccc1C(=O)OCCN1CCCC1=O)C(=O)NCc1ccco1 (stereo not given),0.5,0.02,x
COc1ccc2c(-c3ccccc3)cc(SCC(=O)NC(N)=O)nc2c1,x,x,-8
O=C1N(c2ccccc2)C2CS(=O)(=O)CC2N1c1ccc(Cl)c(Cl)c1 (stereo not given),-0.69,-0.25,-21
COC(=O)CCSCC(=O)N1N=C(c2ccc(OC)cc2)CC1c1cccc(OC)c1OC (stereo not given),x,x,-180
Cc1ccc(O)c(N=Nc2ccc(S(=O)(=O)N3CCOCC3)cc2)c1,x,x,-67
Cc1cc(-c2nnc(SCC(=O)c3ccc4c(c3)OCCO4)o2)no1,-0.5,-1.2,17
c1ccc(NCCCNc2ccccc2)cc1,-0.19,-0.32,-431
Cn1cc(CNC(=O)Nc2ccc3c(c2)OCO3)cn1,-0.32,-0.9,49
O=C(NCCS(=O)(=O)c1ccc(Cl)cc1)c1ccc(F)cc1,x,x,7
CC(C)C(=O)NNC(=O)CN1CCN(c2nc(-c3ccccc3)cs2)CC1,x,x,17
CCOC(=O)c1ccc(-n2ncc(C(=O)OCC)c2N)cc1,0.43,0.29,-426
Cc1cccc(N2CCN(C(=O)c3ccccc3NC(=O)C3CCCCC3C(=O)O)CC2)c1 (stereo not given),0.46,-0.36,x
COc1cc2c(cc1NC(=O)CN1CCN(S(=O)(=O)c3ccccc3F)CC1)oc1ccccc12,-0.94,0.64,-37
COc1ccc(C(=O)CSc2ccccc2C(=O)O)cc1,x,x,-17
CCn1c(CNC(=O)Cc2ccc(OC)cc2)nnc1SCC(=O)Nc1nccs1,0.98,0.95,-34
O=C(COc1ccc(C(=O)O)cc1)Nc1cccc(C(F)(F)F)c1,x,x,-71
CCCn1c(SCC(=O)Nc2cccc(C(=O)OCC)c2)nnc1-c1ccoc1C,-0.95,-0.78,x
COc1cc(-c2nnc(SCC(=O)N(Cc3ccccc3)C(C)(C)C)o2)cc(OC)c1OC,-1.3,-1.2,-35
Cc1[nH]c2ccccc2c1C(=O)COC(=O)C1CC(=O)N(Cc2ccco2)C1 (stereo not given),0.06,-1.2,x
COCCn1c(Cc2ccccc2)nnc1SCC(=O)Nc1cc(C)on1,1.2,0.37,-7
O=C(COc1ccc(Br)cc1)NNC(=S)NC(=O)c1ccccc1[N+](=O)[O-],0.26,-0.04,-19
C=CCNc1cc(C(F)(F)F)nc(-c2ccccn2)n1,0.08,0.34,14
CCN1CCN(C(=O)C2(NC(=O)Nc3ccccc3Cl)CCCCC2)CC1,0.97,1.4,15
Cc1c(OCc2nn[nH]n2)ccc2c3c(c(=O)oc12)CCC(C)C3 (stereo not given),-0.29,-0.64,x
COc1ccccc1OCC(=O)Nc1cccc(N(C)S(C)(=O)=O)c1,0.02,-0.59,-10
Cc1cccc(N(C(=O)c2nsc(Cl)c2Cl)C(C(=O)NC2CCCC2)c2ccc(O)cc2)c1C (stereo not given),-0.49,-0.72,28
CC(=O)NC(=S)Nc1cc(C(=O)O)ccc1Cl,x,x,-27
COc1ccc(CSCCN)cc1Cl,-0.73,-1.9,-19
N#CCSCC(=O)Nc1ccccc1,-0.35,-0.65,-288
CCN(c1ccccc1)S(=O)(=O)c1ccc(OCc2c(C)noc2C)cc1,-0.53,-0.72,-17
CCC(C)NC(=O)C1CCN(S(=O)(=O)N2CCCC2)CC1 (stereo not given),0.09,0.44,19
COc1ccc(CSCC(=O)N/N=C/c2ccc(OCC(=O)NCc3ccco3)cc2)cc1,-0.53,-0.72,x

# Entries shown so far containing a thiophene ring, fused or not (seven):
SMILES,sdo1 growth,sdo1 growth Rescue 24 h,Insulin prom inh
CCOC(=O)c1c(-c2cccs2)csc1NC(=O)CN(CC)CC,-0.21,0.09,0
Cc1sc(NC(=O)c2oc3ccccc3c2C)c(C#N)c1C,-0.17,-0.26,-24
O=C(Cc1cccs1)OCC(=O)c1ccco1,0.26,0.47,35
C=CCn1c(SCC(=O)c2[nH]c(C)c(C(=O)OCC)c2C)nc2scc(-c3ccccc3)c2c1=O,-0.12,1.4,-9
CCCCNc1oc(-c2cccs2)nc1S(=O)(=O)c1ccccc1,-1.9,-1.2,-13
COc1ccc(NS(=O)(=O)c2cc(NC(=O)CNC(=O)c3ccc(C)s3)ccc2Cl)cc1,0.95,-0.21,-9
COC(=O)c1sc(NC(=O)c2cc(-c3ccccc3)nc3ccccc23)c(C#N)c1C,-1.7,-1.3,27

# Screening data (PubChem BioAssay)
